# GAA glycogen mod = alters human alpha-glucosidase cleavage of glycogen; P10253; recombinant GAA, glycogen substrate, Amplex Red glucose oxidase fluorescence; Potency, µM (highest dose often 76.4 µM), inactives show at the top dose activity change, negative = inhibition, most hits filed as inhibitors; 300,000 compounds, 0.38% hits; AID 2100; active means well fitted inhibition curve with a large enough effect; inconclusive means small, poorly fitted or top-dose-only effect, or another doubt; inactive means no such curve, though single readings can be large or run the other way;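 further: 0% = full enzyme reaction and -100% = no-enzyme basal signal; the screen sought inhibitors and activators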
#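 Recombinant enzyme (4 nM final) with compounds titrated up to 77 uM and bovine liver glycogen (30 ug) in citrate pH 5.0, 0.01% Tween-20, 37 C 40 min. Released glucose detected by Amplex Red/glucose oxidase (Ex 573/Em 610); AC50 from Hill fits.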
# * = called active by the depositor; ? = inconclusive; [ ] = dose if it differs, or a comment. Potency means the concentration at half of the fitted maximal effect.
SMILES,GAA glycogen mod
CC(C)C(=O)Nc1c(-c2ccc(Cl)cc2)c(=O)c2ccccc2n1C,2.6%
Cc1ccc(NC(=O)CCNC(=O)Cn2ccc3ccccc3c2=O)cc1F,8.4%
O=C(Nc1ccccc1C(=O)Nc1ccc(Cl)cc1)c1cccnc1,1.3%
CCCCOc1ccc(/C=N/NC(=O)c2nnn(-c3nonc3N)c2C)cc1,-11.6%[76.3 µM]
CN1CCN(C(=O)C2CCN(c3ncnc4c3nc3n4CCCCC3)CC2)CC1,-1.7%[76.3 µM]
COc1ccc(CN2C(=O)c3cccnc3C2=O)cc1S(=O)(=O)NCc1ccc(C)o1,5.4%[76.3 µM]
O=C(NCC1CCCO1)C1CCCN(S(=O)(=O)c2cccc(C(F)(F)F)c2)C1 (centres undefined),-26.1%
Cc1ccc(OCC(=O)Nc2ccc(C(N)=O)cc2)cc1,5.5%
Cc1ccc(C(=O)N2CCCC2)cc1S(=O)(=O)N1CCCCC1,-0.6%[76.3 µM]
CC1CCN(c2ccc3nnc(CCC(=O)N4CCCCC4)n3n2)CC1,-1.3%[76.3 µM]
COc1cccc(NC(=O)Cc2nnc(SCC(=O)NC3=NCCS3)n2C)c1,-4.0%
COc1ccccc1C(C(=O)NC1CCCCC1)N(C(=O)c1csnn1)C1CC1 (centres undefined),2.1%
COc1ccc(OCC(=O)Nc2ccccc2N2CCN(C)CC2)cc1,0.7%
Cc1occc1-c1nnc(SCC(=O)Nc2ccc(F)cc2)n1C,2.2%
O=C(Nc1ccc(-c2cccc(F)c2)cc1)C1CCCN(Cc2ccccn2)C1 (centres undefined),-4.2%[76.3 µM]

# Arranged by number of heavy atoms (rising): 3 of the compounds above
SMILES,GAA glycogen mod
Cc1ccc(OCC(=O)Nc2ccc(C(N)=O)cc2)cc1,5.5%
Cc1occc1-c1nnc(SCC(=O)Nc2ccc(F)cc2)n1C,2.2%
COc1ccc(OCC(=O)Nc2ccccc2N2CCN(C)CC2)cc1,0.7%

# Retrieved by structure from above, three records:
SMILES,GAA glycogen mod
CC1CCN(c2ccc3nnc(CCC(=O)N4CCCCC4)n3n2)CC1,-1.3%[76.3 µM]
O=C(Nc1ccccc1C(=O)Nc1ccc(Cl)cc1)c1cccnc1,1.3%
COc1cccc(NC(=O)Cc2nnc(SCC(=O)NC3=NCCS3)n2C)c1,-4.0%

# (listing goes on)
SMILES,GAA glycogen mod
COc1ccccc1NS(=O)(=O)c1ccc2c(c1)NC(=O)CC(=O)N2,-0.7%[76.3 µM]
O=C(CN1C(=O)c2ccccc2S1(=O)=O)N1CCCCC1,-4.2%
COc1cccc(N(C(=O)Cn2nnc(-c3ccc(C)o3)n2)C(C(=O)NC2CCCC2)c2ccncc2)c1 (centres undefined),-2.6%
Cc1nnc(SCC(=O)Nc2cc(Cl)ccc2Cl)n1CC1CCCO1 (centres undefined),2.8%[76.3 µM]
NC(Cc1c[nH]c2ccc(OCc3ccccc3)cc12)C(=O)O (centres undefined),0.5%
Cc1cccc(N(CC(=O)NC2CCCC2)C(=O)CNC(=O)c2ccco2)c1C,1.4%
Cc1cccc(C)c1NC(=O)CNCC(=O)Nc1c(C)cccc1C,-3.4%
CCOc1c(C)cnc2c1c(=O)n(Cc1ccccc1Cl)c(=O)n2C,0.9%[76.3 µM]
COCC(C)NS(=O)(=O)c1ccc(C(=O)NC(Cc2ccccc2)c2ccccc2)cc1 (centres undefined),7.0%
Cc1ccc(C(C)C)c(OCC(O)CN(C)Cc2ccccc2)c1 (centres undefined),3.6%
Cc1nn(CCC(=O)NCc2ccc(OC(C)C)cc2)c(=O)c2nn(-c3ccccc3)c(C)c12,-4.4%[76.3 µM]
O=C(C1CC(=O)N(c2ccccc2)C1)N1CCN(c2ccc(F)cc2)CC1 (centres undefined),-13.0%[76.3 µM]
COC(=O)CSc1nc2nc(-c3cccs3)cc(C(F)(F)F)c2c(=O)[nH]1,-7.1%
COc1ccc(CNC(=O)CNS(=O)(=O)c2cccc(C#N)c2)cc1OC,-5.3%
CC(C)c1ccc(NC2CCCN(C(=O)CCc3cn[nH]c3)C2)cc1 (centres undefined),-6.7%[76.3 µM]
Cc1ccc2[nH]c(C(=O)N/N=C/c3ccc([N+](=O)[O-])cc3)c(C)c2c1,-4.5%
Cn1cc(C(=O)O)c(-c2ccc3c(c2)OCCCO3)n1,-2.8%
Cc1ccc(S(=O)(=O)N2CCOC2CNC(=O)C(=O)NCCCN2CCOCC2)cc1 (centres undefined),2.3%[76.3 µM]
Cn1nccc1/C=N\NC(=O)c1ccc(Cl)cc1,-0.9%[76.3 µM]
CC(NC(=O)C(=O)NCCc1c[nH]c2ccccc12)c1ccccc1 (centres undefined),7.1%
CCC(=O)Nc1ccc2nc3c(=O)[nH]c(=S)[nH]c3nc2c1,-4.2%
COc1cccc(C2c3[nH]c4ccccc4c3C[C@H]3C(=O)N(c4ccccc4C(=O)N4CCC[C@H]4C(=O)O)C(=O)N23)c1 (some centres undefined),-4.4%[76.3 µM]
CCCn1c(-c2cccc(F)c2)nc2c1c(=O)[nH]c(=O)n2Cc1ccccc1,-7.9%
CC1(C)Cc2c(cnn2-c2ccc(F)cc2)C(NC(=O)CCN2CCCCC2=O)C1 (centres undefined),1.0%[76.3 µM]
CCNS(=O)(=O)c1ccc(CCC(=O)N2CCN(C(=O)OCC)CC2)cc1,1.0%[76.3 µM]
CC(C)c1ccc(C2(O)C(=O)Nc3cc(Br)ccc32)c(O)c1 (centres undefined),-11.9%
CCc1cc(=O)oc2c(C)c(OCC(=O)NCCN3CCOCC3)ccc12,-5.1%[76.3 µM]
O=[N+]([O-])c1ccc(N2CCN(c3ccccc3F)CC2)nc1,1.6%
O=C(Nc1ccc(C(=O)NCc2ccc(F)cc2)cc1)C1=CSCCO1,0.7%[76.3 µM]
COc1ccc(CC(=O)NNS(=O)(=O)c2ccc(F)cc2)cc1,3.2%

# In another format: 3 of the compounds above
SMILES	GAA glycogen mod
COc1cccc(C2c3[nH]c4ccccc4c3C[C@H]3C(=O)N(c4ccccc4C(=O)N4CCC[C@H]4C(=O)O)C(=O)N23)c1 (some centres undefined)	-4.4%[76.3 µM]
CCCn1c(-c2cccc(F)c2)nc2c1c(=O)[nH]c(=O)n2Cc1ccccc1	-7.9%
CC1(C)Cc2c(cnn2-c2ccc(F)cc2)C(NC(=O)CCN2CCCCC2=O)C1 (centres undefined)	1.0%[76.3 µM]

# Carrying on.
SMILES,GAA glycogen mod
O=C(NCc1nnc(SCC(=O)N2CCCCC2)o1)c1ccc(F)cc1,2.9%[76.3 µM]
C[C@H](NC(=O)C1CCN(S(=O)(=O)c2ccccc2)CC1)C(=O)NCc1cccc(C(F)(F)F)c1,-13.5%[76.3 µM]
CCC1Sc2ccc(S(=O)(=O)CCC(=O)Nc3ccc(NC(C)=O)cc3)cc2NC1=O (centres undefined),-6.8%[76.3 µM]
Cc1n[nH]c(=O)c2c(NC(=O)CSc3nc4ccccc4c(=O)n3CCCO)oc(C)c12,1.0%[76.3 µM]
Cc1ccc(S(=O)(=O)N2CCC(C(=O)NC3CC(C)(C)NC(C)(C)C3)CC2)cc1C,-0.7%[76.3 µM]
Cc1cccc(NC(=O)NCC(c2ccc(F)cc2)N2CCN(C)CC2)c1 (centres undefined),-2.9%[76.3 µM]
Cc1cc(C)nc(CCNC(=O)C2CCC(=O)N(Cc3ccccc3F)C2)n1 (centres undefined),-5.3%[76.3 µM]
CN(C)C1(CNC(=O)Nc2ccccc2)CCCCC1,3.8%
O=C(CNS(=O)(=O)c1ccc([N+](=O)[O-])cc1)N/N=C\c1ccc(O)cc1,7.4%
O=C(c1ccc([N+](=O)[O-])cc1)N1CCN(c2ncc(Br)cn2)CC1,-8.1%
Cc1ccc(S(=O)(=O)n2ccc3c(OCCOCCNCc4ccc(F)cc4)cccc32)cc1,-13.0%
O=Cc1ccc2c(c1)CCN2Cc1ccccc1,5.5%
O=C(N/N=C/c1ccoc1)c1ccccc1,0.7%[76.3 µM]
CCOc1cccc(C(=O)NNC(=O)C2C3C=CC(C3)C2C(=O)O)c1 (centres undefined),1.6%[76.3 µM]
Cc1cc(C)cc(N2C(N)=NC(N)=NC2c2cccc(Cl)c2)c1 (centres undefined),-13.3%
CCc1noc(C)c1C(=O)N1CCCC(N2CCN(c3ccccc3F)CC2)C1 (centres undefined),-3.8%[76.3 µM]
Cc1c(C)c2ccc(O[C@@H]3O[C@H](CO)[C@@H](O)[C@H](O)[C@H]3O)c(C)c2oc1=O,0.7%
C/C(=N\Nc1ccc(S(N)(=O)=O)cc1[N+](=O)[O-])c1cccs1,7.9%
CCOC(=O)C1=C(COC(=O)/C=C/c2cccc(OC)c2OC)NC(=O)NC1C (centres undefined),-10.5%[76.3 µM]
Cc1cccc(NC(=O)CSc2nnc(NC(=O)C3CC3)s2)c1C,4.8%[76.3 µM]
N#Cc1ccc(CC(C(=O)O)N2Cc3ccccc3C2=O)cc1 (centres undefined),-0.6%
COCCCN1CC(=O)N2C(c3cccc(OC)c3)c3[nH]c4ccccc4c3C[C@H]2C1=O (some centres undefined),-12.7%
COc1cccc(-n2c(=S)sc3c(=O)n(-c4ccccc4C)c(SCC(=O)O)nc32)c1,0.1%
COc1ccc(C(C(=O)NC2CCCC2)N(C(=O)c2csnn2)C2CC2)cc1 (centres undefined),0.4%
CC(C)CNC(=O)C(=O)NCC1OCCCN1S(=O)(=O)c1ccc2c(c1)OCCO2 (centres undefined),-6.5%[76.3 µM]
Cc1ccsc1C(=O)NCCc1ccc(S(N)(=O)=O)cc1,-5.3%
COC(=O)c1ccc(NS(=O)(=O)NC(=O)c2c[nH]c3ccccc23)cc1,0.0%[76.3 µM]
Cc1ccccc1NC(=O)CSc1nnc(NC(=O)c2ccco2)s1,0.8%[76.3 µM]
CNC(=S)N(CCc1c(C)[nH]c2ccccc12)Cc1cccnc1,-0.9%
O=C1CCCN1CCCNCC(O)c1ccccc1 (centres undefined),-2.6%
CCOC(=O)Cn1nc(-c2ccccc2)c(-c2ccccc2)nc1=O,-1.2%
O=C(NCCc1ccc(C(F)(F)F)cc1)C1CCC(=O)N(CCc2cccc(F)c2)C1 (centres undefined),-3.1%[76.3 µM]
COc1ccc(NC2CCCN(C(=O)c3oc(C)cc3C)C2)cc1OC (centres undefined),?
CC(CS(=O)(=O)c1ccc2c(c1)NC(=O)CS2)C(=O)N1CCN(c2cccc(Cl)c2)CC1 (centres undefined),-6.5%[76.3 µM]
O=C(COc1ccc2ccccc2c1)NNC(=O)Nc1ccccc1F,9.5%[76.3 µM]
O=C(CCC(=O)Nc1cccc([N+](=O)[O-])c1)NCc1ccccc1,1.3%[76.3 µM]
COc1cccc2cc(C(=O)Nc3ccccc3C)/c(=N/O)oc12,8.4%
Cc1ccc(C(CC(=O)O)NC(=O)CN2C(=O)c3ccccc3C2=O)cc1 (centres undefined),-1.8%
CC1CCCC(C)N1CCCNC(=O)c1ccc2c(c1)NC(=O)c1ccccc1S2 (centres undefined),3.2%[76.3 µM]
COc1c(C)cccc1C(=O)Nc1ccc(N2CCN(C(=O)c3ccccc3C)CC2)cc1,-10.1%[76.3 µM]
CCc1cccc(NC(=O)CCNS(=O)(=O)c2ccc3c(c2)oc(=O)n3C)c1,-4.4%[76.3 µM]
COc1ccc(CCN2CC(C(=O)N(C)Cc3c(C)n[nH]c3C)CCC2=O)cc1 (centres undefined),4.9%[76.3 µM]
CCc1ccccc1Oc1coc2cc(O)ccc2c1=O,0.4%
Cc1ccccc1C(=O)N1CCC(C(=O)Oc2ccc(C#N)cc2)CC1,-0.3%[76.3 µM]
COc1cc2c(cc1OC)CN(C(=O)/C=C/c1cccc([N+](=O)[O-])c1)CC2,-24.5%[76.3 µM]
Cc1cccc(N2CC(C(=O)Nc3nnc(SCC(=O)NCC4CCCO4)s3)CC2=O)c1 (centres undefined),-5.1%[76.3 µM]
CCOC(=O)c1cnc2c(C)cc(Cl)cc2c1NCCCN1CCOCC1,-2.9%[76.3 µM]
C=C(C)n1c(=O)n(Cc2ccccc2C)c2ccccc21,-4.9%
CCOc1ccc(C(=O)Nc2c3c(nn2-c2ccccc2)CS(=O)(=O)C3)cc1,-12.8%[76.3 µM]
COc1ccccc1CNC(=O)N1CCN(S(=O)(=O)c2ccccc2)CC1,-6.7%
CCc1cccc(NC(=O)C2CCCN(S(=O)(=O)c3cnc[nH]3)C2)c1 (centres undefined),-9.2%[76.3 µM]
COc1cc(NC(=O)CSc2nc(C3CC3)nc3ccccc23)cc(OC)c1,-12.2%
COc1ccc(CC(=O)N/N=C(\C)CC(=O)Nc2ccc3c(c2)OCCO3)cc1OC,1.3%
CN(Cc1ccco1)C(=O)Cn1cc(S(=O)(=O)N2CCCC2)c(S(=O)(=O)N2CCCC2)c1,3.1%[76.3 µM]
FC(F)(F)C1CCCN(c2nsc3ccccc23)C1 (centres undefined),-0.9%
OC(CNC1Cc2ccccc2C1)c1ccccc1 (centres undefined),-9.1%
Cc1cnc(C(=O)OCc2ccc(Br)cc2F)cn1,2.6%
CCc1ccnc(NC(=O)Nc2ccc(OCc3ccccc3)cc2)c1,1.3%
CC(C)(C)c1ccc(C(=O)Nc2nnc(C3=COCCO3)o2)cc1,-1.9%[76.3 µM]
CCN(CC)Cc1c(O)ccc2cc(-c3nc4ccccc4n3C)c(=O)oc12,2.5%
CC1CCN(CCCCOc2ccc(Cl)cc2)CC1,0.4%
Cc1c(OC(C)C(=O)N[C@@H](Cc2ccccc2)C(=O)O)ccc2c3c(c(=O)oc12)CCCC3 (some centres undefined),-17.1%[76.3 µM]
Cc1ccccc1N1CCN(C2CCCN(C(=O)c3ccsc3)C2)CC1 (centres undefined),-7.3%[76.3 µM]

# Some of the compounds tested; rates above refer to the full screens.
